HT1080 IDH1KD tx – kills HT-1080 cells with IDH1 knockdown. HT-1080 IDH1 knockdown viability, ATP luminescence, 48 h. Potency, µM (doses to about 46.1 µM), for inactives: at the top dose activity, negative = toxicity, most hits filed as cytotoxic. hit rate 2% among 360,000. AID 686971;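 also: potency is read from the fitted curve at half-maximal effect; 0% = DMSO wells and -100% = cell-free medium wells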
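Viability of IDH1-knockdown HT-1080 fibrosarcoma cells was assessed by CellTiter-Glo after 48 h at 37 °C with titrated compound; concentration-effect curves were classified by fit quality and response size.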
SW480 rereplic – induces DNA re-replication in SW480 colon adenocarcinoma cells; hit rate 1.8% among 340,000; AID 624297; SW480 DNA re-replication, Hoechst DNA content imaging, 48 h; Potency, µM (doses to about 46.1 µM), without a hit: top-dose re-replication activation, usual class: activators; also: potency is read from the fitted curve at half-maximal effect; % of control where 0% means no effect; nearly all actives have a fitted effect of over 55% in size
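250 cells/well; 23 nL cpd via pin tool; 48 hr, 37 C, 5% CO2; Hoechst 40 min; imager read of total nuclear intensity, ex 405/em 500-530 nm.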
HT1080-NT tox – kills 2HG-producing HT-1080-NT fibrosarcoma cells; HT-1080-NT fibrosarcoma viability, CellTiter-Glo ATP luminescence, 48 h; Potency, µM (highest dose often 46.1 µM), for the others: top-dose activity, negative = less viability, usual class: cytotoxic; hit rate 1.6% among 360,000; AID 686970;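 also: NT is the 2HG producing partner of a matched IDH1 knockdown line; potency is read from the fitted curve at half-maximal effect; 0% = DMSO-treated cells and -100% = media-only wells without cells; nearly all actives have a fitted effect of over 55% in size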
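750 cells/well, RPMI + 5% FBS; 2 h settle, compound pin-transfer, 48 h at 37 degrees C. CellTiter-Glo 10 min RT, luminescence. Normalized to DMSO and media-only wells.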
KB-V1 MDR tox – kills drug-selected multidrug resistant KB-V1 cells. KB-V1 MDR cells viability, CellTiter-Glo, 72 h. Potency, µM (titrated, usually from 46.1 µM), inactives show top-dose activity change, negative = cytotoxicity, usual class: cytotoxic. hit rate 3.4% among 400,000. AID 1347076; also: potency is read from the fitted curve at half-maximal effect; % is scaled to controls: 0 for no effect and ±100 for the full control effect; nearly all actives have a fitted effect of over 60% in size
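Luminescent ATP read-out (CellTiter-Glo, 10 min) measures survival of drug-selected KB-V1 MDR cells after 72 h, 37 degrees C compound exposure. Medium: phenol-red-free DMEM, 10% FBS. Values from fitted concentration-response curves.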
MCF10A rerep – DNA re-replication induction in MCF 10a cells | hit rate 2.9% among 350,000 | AID 624296 | Potency, µM (top dose mostly 46.1 µM), inactives show at the top dose activity, positive = re-replication, most hits filed as activators | MCF 10A DNA re-replication, Hoechst nuclear intensity, 48 h; also: potency is read from the fitted curve at half-maximal effect; % of control where 0% means no effect; nearly all actives have a fitted effect of over 50% in size
IL1B secr inh – inflammasome signaling inhibition, IL-1 beta readout; activity change, % at 57.5 µM; hit rate 4.7% among 360,000; THP-1 LPS/ATP IL-1B secretion, AlphaLISA, 16 h; hits give low values; in the data active = activity change below about -50%; inconclusive = mostly about -30% to -49%; also: % is scaled to controls: 0 for no effect and ±100 for the full control effect
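Secreted IL-1B measured by AlphaLISA bead assay after 16 h compound exposure of THP-1 cells; compounds (final up to 57.5 uM) added 1 h before LPS (250 ng/mL) and ATP (1.25 mM) stimulation; lower signal means less secretion.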
S2 tox – reduces viability in counter-screen for ATXN expression inhibitors. S2 cells (HEK-293 line with an ATXN2-luciferase reporter) viability, CellTiter-Fluor protease fluorescence, 24 h. Potency, µM (highest dose often 56.7 µM), actives largely listed as cytotoxic. hit rate 0.49% among 400,000. AID 651635; also: potency is read from the fitted curve at half-maximal effect; nearly all actives have a fitted effect of over 40% in size
ATXN2 expr inh – reduces ATXN2 reporter expression in HEK-293 cells; HEK-293 ATXN2-luciferase reporter, luminescence, 24 h; Potency, µM (top dose mostly 57 µM), without a hit: at the highest dose activity change, negative = inhibition, most hits filed as inhibitors; AID 1745845; hit rate 0.72% among 360,000; also: potency is read from the fitted curve at half-maximal effect; % is scaled to controls: 0 for no effect and ±100 for the full control effect; nearly all actives have a fitted effect of over 55% in size
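ATXN2-luciferase reporter cells (luciferase flanked by upstream and downstream ATXN2 gene portions) were treated 24 h at 37 °C with compounds at up to 57 uM. SteadyGlo luminescence gave expression; GF-AFC fluorescence gave viability.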
KB-3-1 tox – kills parental KB-3-1 adenocarcinoma cells; hit rate 1.4% among 400,000; Potency, µM (highest dose often 46.1 µM), for the others: at the top dose activity change, negative = cytotoxic, hits mostly cytotoxic; KB-3-1 viability, CellTiter-Glo ATP luminescence, 72 h; also: potency is read from the fitted curve at half-maximal effect; % is scaled to controls: 0 for no effect and ±100 for the full control effect; nearly all actives have a fitted effect of over 60% in size
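Cytotoxicity in the drug-sensitive parental line KB-3-1 was scored as loss of CellTiter-Glo luminescence following 72 h incubation with compound. Values come from curve fitting of normalized concentration-response data.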
The depositor's hits bear a star; i = inactive; ? = inconclusive; / = no result given; [ ] = another dose, or the depositor's remark. Unless noted, calls follow the shape of the dose curve; as a rule, active = well fitted curve in the direction sought with a large enough effect; inconclusive = small, poorly fitted or top-dose-only effect, or another doubt; inactive = no such curve, though single readings can be large; an effect the other way counts as inactive or inconclusive. An unsorted share of the library; any-hit rate near 11%.

SMILES	HT1080 IDH1KD tx	SW480 rereplic	HT1080-NT tox	KB-V1 MDR tox	MCF10A rerep	IL1B secr inh	S2 tox	ATXN2 expr inh	KB-3-1 tox
COc1ccc(C(=O)N(C)C2CCCN(Cc3ccccc3F)C2)cc1C (configuration not stated)	-24%	-3%	-21%	0%	12%	11	i	-4%	-4%
Cc1cccc(C)c1NC(=O)C1(N(Cc2ccco2)C(=O)CC2NC(=O)NC2=O)CCCC1 (configuration not stated)	2%	-5%	6%	0%	0%	-23	i	-17%	2%
COc1ccc(CCCNC(=O)C2CCC(=O)N(Cc3ccc(Cl)cc3)C2)cc1 (configuration not stated)	-10%	18%	-9%	/	18%	-24	i	-3%	/
CC(=O)N1c2ccccc2C(C)(c2ccc(C)cc2)CC1(C)C (configuration not stated)	/	/	/	-12%	/	/	i	-1%	-3%
O=C(CNc1ccc(Oc2ccccc2)cc1)N1CCOCC1	-9%	0%	0%	5%	-2%	7	i	-19%	6%
Cc1ccc(NC(=O)c2cccc(S(=O)(=O)N3CCCCC3)c2)cc1	-13%	-1%	-15%	?	?	-7	i	-4%	-30%
O=C(COC(=O)c1ccccn1)Nc1ccc(S(=O)(=O)N2CCOCC2)cc1	1%	0%	8%	18%	1%	-3	i	0%	-1%
Fc1cccc(NC(=S)N2CCN(c3ccccn3)CC2)c1	6%	-4%[9.22 µM]	28%	0%	-1%	-16	i	1%	-4%
Cc1c(NC(=O)c2cccc(NC(=O)Cc3ccc(Cl)cc3)c2)c(=O)n(-c2ccccc2)n1C	-4%	-5%	-5%	4%	-2%	0	i	-9%	-24%
COC(=O)C(CO)NC(=O)C(C)NC(=O)CNC(=O)OCc1ccccc1 (configuration not stated)	3%	-2%	8%	0%	1%	2	i	-29%	5%
O=C(O)c1cnc2ccc(Cl)cc2n1	-6%	/	0%	14%	/	27	i	/	-2%
O=C(c1cn2ccccc2n1)N1CCCC(Nc2ccc(F)c(F)c2)C1 (configuration not stated)	11%	0%	9%	-29%	-3%	-12	i	5%	0%
O=C(N/N=C1\CC2CC=CC12)c1ccccc1Cl (configuration not stated)	2%	-4%	14%	-6%	-2%	-5	i	-12%	12%
Cc1ccc(Cn2nnc3c(=O)n(CC(=O)N4CCCc5ccccc54)cnc32)cc1	20%	11%	10%	?	?	-8	i	0%	0%
CC1CC(NS(=O)(=O)c2cc3c4c(c2)CCN4C(=O)CC3)CC(C)(C)C1 (configuration not stated)	4%	1%	5%	-9%	5%	9	i	-5%	-8%
COC(=O)C1=C(N)Oc2cc(C)n(CC3CCCO3)c(=O)c2C1c1ccc(Cl)c(Cl)c1 (configuration not stated)	?	?	?	4%	?	?	i	-25%	-11%
COC(=O)c1ccc(OCC(=O)NC2CCCCCCC2)cc1	0%	1%	1%	-5%	-3%	1	i	1%	57%
O=C(Cc1c(F)cccc1Cl)Nc1ccc(S(=O)(=O)N2CCOCC2)cc1	6%	15%	1%	/	3%	-20	i	6%	/
O=C(NC(=S)Nc1nc(-c2cccc([N+](=O)[O-])c2)cs1)c1cc(Cl)ccc1Cl	12%	?	24%	?	?	-2	i	-26%	-6%
CN(C(=O)/C=C/c1ccco1)c1ccccc1C(=O)O	24%	-3%	22%	?	0%	13	i	26%	15%
COc1ccc(CCN2C(=O)C(Oc3ccccc3C)C2c2ccc3c(c2)OCO3)cc1 (configuration not stated)	-14%	4%	-12%	10µM*	?	?	?	-13%	-14%
COC(=O)Cc1[nH]nc2c1C(c1ccc(O)c(OC)c1)C(C#N)=C(N)O2 (configuration not stated)	1%	-7%	5%	6%	0%	-19	i	7%	3%
O=C(CCl)Nc1cccc(-c2cnc3ccccc3n2)c1	?	12µM*	?	13µM*	?	-96*	/	?	10µM*
Cc1nc(Nc2cccc(F)c2)c2oc3ccccc3c2n1	-22%	1%	-14%	-3%	17%	-6	i	-7%	1%
COc1cc(C(=O)NC(=S)Nc2ccc(N3CCCC3)cc2)cc(OC)c1OC	16%	-4%	15%	-7%	20%	14	i	-8%	-1%
COCCNC(=O)c1ccc2c3n(nc2c1)-c1ccccc1CO3	-14%	-30%[inhibitor][9.22 µM]	-5%	-3%	1%	-27	i	23%	-5%
O=C(NCCN1CCc2ccccc2C1)Nc1ccc([N+](=O)[O-])cc1	-4%	-11%	-3%	0%	28%	1	i	/	-41%
Cc1c(C)n(C)c2ccc(C(=O)NCCc3ccco3)cc12	1%	-15%	0%	-1%	-5%	?	i	/	-1%
Cc1ccc(S(=O)(=O)N2C[C@@H]3CCCC[C@@H]3[C@@H](C)[C@H]2c2cn(Cc3ccccc3)c3ccccc23)cc1	-2%	2%	-2%	0%	0%	5	?	?	0%
N=c1oc2ccc(Br)cc2cc1C(=O)NC1CCCCCC1	9%	2%	0%	5%	0%	-23	i	-4%	-3%
CC(=O)OC(COc1ccc(F)cc1)Cn1cnc2ccccc21 (configuration not stated)	9%	-14%	0%	-24%	-39%[inhibitor]	-16	i	19%	-11%
CCc1cnc2c(c1SCC(=O)Nc1ccc(C)cc1C)c(=O)n(C)c(=O)n2C	/	/	/	12%	/	/	i	8%	17%
COc1ccc2cc(CN(CCO)C(=O)c3ccc(Br)cc3)c(=O)[nH]c2c1	12%	22%	0%	?	-3%	-17	i	-3%	?
COc1ccc(-c2noc(C3CCCN(C(=O)c4ccc(C)cc4)C3)n2)cc1 (configuration not stated)	16µM*	19%	?	-24%	16%	-70*	i	-19%	-4%
O=C(Nc1ccc2c(c1)CCC2)c1cccc(S(=O)(=O)N2CCN(c3ccccc3)CC2)c1	-2%	5%	1%	3%	4%	-1	i	-4%	-8%
CCOc1ccc(NC(=O)c2nn(C)c3c2CS(=O)(=O)c2ccccc2-3)cc1	/	/	/	8%	/	/	i	2%	7%
Cc1ccccc1Oc1ccc(NC(=O)C2CC=CCC2C(=O)O)cc1 (configuration not stated)	-4%	-78%[inhibitor]	-5%	?	?	0	i	6%	-3%
Cc1cc(=O)[nH]c2sc(C(=O)N3c4ccccc4CC3C)c(N)c12 (configuration not stated)	-1%	-5%	?	3%	12%	-60*	i	-16%	-14%
COc1cc(NC(=O)CSc2nc3ncccc3o2)cc(OC)c1	/	/	/	12%	/	/	i	8%	-5%
COc1ccc(N2CCN(C(=O)Cn3nnc(-c4cccs4)n3)CC2)cc1	6%	1%	5%	-23%	7%	15	i	-4%	5%
CCN(/C=N/S(=O)(=O)c1ccc(Cl)cc1)CC	10%	1%	6%	-3%	-2%	18	i	-11%	-3%
CC(=O)N1C[C@H]2CON(C)[C@H]2C[C@H]1c1cccc(-c2cc(Cl)cc(Cl)c2)c1	-7%	/	-12%	-5%	/	-23	i	?	-10%
COc1ccc(Br)c(C(=O)N(C)CC(=O)Nc2ccc(N3CCOCC3)cc2)c1	-1%	3%	4%	?	-1%	-7	?	2%	1%
O=C(C1CCCN(C2CC(=O)N(c3ccc(F)cc3)C2=O)C1)N1CCCC1 (configuration not stated)	0%	-30%	5%	2%	4%	i	i	8%	0%
CC(=O)Nc1cc2c(cc1[N+](=O)[O-])OCCO2	23%	8%	17%	7%	-36%[inhibitor]	5	i	-33%	-6%
Cc1ccc(NCC(=O)N=Nc2c(O)[nH]c3ccc([N+](=O)[O-])cc23)cc1	?	-21%	?	-23%	2%	67	i	3%	?
CC1(C)N(OCc2ccccc2)C(=O)C(=O)N(OCc2ccccc2)C1(C)C	-1%	8%	5%	?	2%	16	i	4%	6%
CCN1CCN(CCCNC(=O)C2CCN(c3nnc(-n4c(C)ccc4C)s3)CC2)CC1	2%	?	-5%	-17%	20%	-19	i	5%	3%
CCC(CO)[n+]1c(C)cc(/C=C2\Sc3ccccc3N2Cc2ccccc2)cc1C (configuration not stated)	3.3µM*	?	3.3µM*	-14%	?	-104*	?	?	1.6µM*
Cc1cc(N2CCN(C)CC2)nc2ccc(NC(=S)NC3CC3)cc12	0%	-10%	5%	4%	?	7	?	/	-9%

Compound profiles (already shown). Values in the order: HT1080 IDH1KD tx, SW480 rereplic, HT1080-NT tox, KB-V1 MDR tox, MCF10A rerep, IL1B secr inh, S2 tox, ATXN2 expr inh, KB-3-1 tox
Entry for Cc1cc(N2CCN(C)CC2)nc2ccc(NC(=S)NC3CC3)cc12 = 0%, -10%, 5%, 4%, ?, 7, ?, /, -9%
Entry for CC1(C)N(OCc2ccccc2)C(=O)C(=O)N(OCc2ccccc2)C1(C)C = -1%, 8%, 5%, ?, 2%, 16, i, 4%, 6%
Entry for O=C(C1CCCN(C2CC(=O)N(c3ccc(F)cc3)C2=O)C1)N1CCCC1 (configuration not stated) = 0%, -30%, 5%, 2%, 4%, i, i, 8%, 0%

(next part)
SMILES	HT1080 IDH1KD tx	SW480 rereplic	HT1080-NT tox	KB-V1 MDR tox	MCF10A rerep	IL1B secr inh	S2 tox	ATXN2 expr inh	KB-3-1 tox
COc1ccc(OC)c(Nc2cc(C)nc3ccccc23)c1	?	18%	?	18µM*	?	-13	?	?	?
CN(CCOc1ccccc1)S(=O)(=O)c1ccccc1C#N	0%	-4%	-2%	9%	5%	21	i	/	-18%
CCCn1c(=O)c(C(=O)Nc2cccc(C)n2)c(O)c2ccccc21	-2%	-1%	2%	?	13%	14	i	24%	-1%
COc1cccc(-c2nnc(SCC(=O)N3CCCCC3)o2)c1	/	/	/	-12%	/	/	?	25%	-6%
CS(=O)(=O)c1ccc2nc(NC(NC(=O)c3ccco3)(C(F)(F)F)C(F)(F)F)sc2c1	-2%	-1%	-1%	?	-5%	-2	i	-13%	-2%
Cc1ccccc1CNCCSc1nnnn1-c1ccccc1	/	/	/	11%	/	/	i	-3%	4%
Cc1cc(=O)oc(C)c1C(=O)Nc1c(C)n(C)n(-c2ccccc2)c1=O	1%	1%[9.22 µM]	-3%	-3%	-1%	13	i	3%	0%
CCCC(=O)Oc1ccc(N(C(=O)CCC)S(=O)(=O)c2cccs2)cc1	-7%	17%	-1%	4%	7%	37	i	-22%[11.3 µM]	0%

Screening data (PubChem)
